# High-throughput results (PubChem BioAssay)
# ADAM17 inh = ADAM17 inhibitors, primary screen, biochemical, QFRET | AID 720648, 2013 | inhibition, % at 6.95 µM | recombinant ADAM17, EDANS/DABCYL FRET peptide cleavage | 370,000 compounds, 0.83% hits | Disintegrin and metalloproteinase domain-containing protein 17 (Homo sapiens), P78536;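 active = inhibition above the mean of compounds lying between control limits plus 3 SD, set per campaign, cut at about 8.5% in these data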;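 also: 0% = DMSO-only wells as the low control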
# ADAM10 inh = human ADAM10 inhibitors, primary screen, biochemical, QFRET, HTS; Disintegrin and metalloproteinase domain-containing protein 10 (Homo sapiens), O14672; recombinant ADAM10, EDANS/DABCYL FRET peptide cleavage, 3 h; inhibition, % at 7 µM; 370,000 compounds, 0.62% hits; AID 720582, 2013;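 active = inhibition above a per-campaign cutoff equal to the mean of compounds falling between control-based bounds plus 3 SD, cut at about 20% in these data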;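 also: 0% = DMSO wells while the 100% control is not disclosed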
# Target sequence (O14672 214-748 limits assumed): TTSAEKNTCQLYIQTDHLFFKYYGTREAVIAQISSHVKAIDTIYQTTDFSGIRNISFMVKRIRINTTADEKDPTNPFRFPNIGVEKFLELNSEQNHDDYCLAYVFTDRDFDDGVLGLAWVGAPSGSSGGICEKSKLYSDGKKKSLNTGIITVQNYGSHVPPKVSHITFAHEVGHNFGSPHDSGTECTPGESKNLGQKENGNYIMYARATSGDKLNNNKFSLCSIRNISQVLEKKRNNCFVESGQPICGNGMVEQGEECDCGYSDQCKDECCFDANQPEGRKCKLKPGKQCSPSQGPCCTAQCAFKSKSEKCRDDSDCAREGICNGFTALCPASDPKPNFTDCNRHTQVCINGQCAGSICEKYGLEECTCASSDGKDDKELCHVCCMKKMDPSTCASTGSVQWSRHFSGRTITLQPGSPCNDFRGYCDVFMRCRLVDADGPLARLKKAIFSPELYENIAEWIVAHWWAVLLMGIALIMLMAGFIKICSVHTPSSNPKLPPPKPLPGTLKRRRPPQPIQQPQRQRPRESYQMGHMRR
# ARFGAP1 inh = inhibitors of rat ARFGAP1 GAP activity, primary screen, biochemical, fluorescence polarization, GDP tracer. Arfgap1-stimulated ARF1 GTP hydrolysis, GDP FP detection. inhibition, % at 16.5 µM. 360,000 compounds, 0.26% hits;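 active = inhibition above a per-plate limit, mean inhibition of low control wells plus 3 SD, cut at about 25% in these data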;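 also: 0% = DMSO wells with enzyme and 100% = wells lacking Arfgap1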
# Target sequence (Q62848 1-136 limits assumed): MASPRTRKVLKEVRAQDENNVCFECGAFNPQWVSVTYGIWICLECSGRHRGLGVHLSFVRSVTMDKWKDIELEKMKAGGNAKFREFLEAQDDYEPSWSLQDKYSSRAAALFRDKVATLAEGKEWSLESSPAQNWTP
#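 Repeats: one replicate per compound; assay system: rat Arfgap1 catalytic domain, aa 1-136; times: enzyme reaction 120 min at 25 °C after 20 min preincubation; detection: FP of antibody-bound GDP Alexa 633 tracer, ex 620/em 688 nm; benchmarks: high control wells lacking Arfgap1, low control full reaction with DMSO; reagent: human ARF1(Δ1-17)-GTP substrate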
# SIAE inh = human SIAE inhibitors, primary screen, biochemical, fluorescence polarization, FP-Rh probe, 1536-well HTS | SIAE FP-Rh probe binding | inhibition, % at 9.66 µM | 370,000 compounds, 0.69% hits | AID 1053197, 2014;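 active = inhibition above a cutoff: mean of compounds within the control limits plus 3 SD of those, cut at about 17% in these data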;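 also: 0% = plate median of compound wells and 100% = probe without SIAE protein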
# PLC-beta3 inh = human PLC-beta3 inhibitors, primary screen, biochemical, fluorescence; Purified PLC-beta3, fluorogenic substrate; 1-phosphatidylinositol 4,5-bisphosphate phosphodiesterase beta-3 (Homo sapiens), Q01970; 370,000 compounds, 0.18% hits; inhibition, % at 12.2 µM; in the data active = inhibition above about 11%;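 also: 0% = median of compound wells on plate and 100% = full blocker control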
# DDE Tn7 FP inh = inhibitors of Tn7 peptide binding to fibrin DD(E), primary screen, biochemical, fluorescence polarization, human fibrin, Tn7 probe; Fibrinogen beta chain (Homo sapiens), P02675; FP displacement of FITC-Tn7 peptide from fibrin DD(E); 0% = median of compound wells per plate; inhibition, % at 8.3 µM; 370,000 compounds, 0.13% hits; AID 720508, 2013;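 active = inhibition above the mean of compounds falling within the control limits plus 3 SD of them, cut at about 14% in these data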;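 also: 0% = plate median of compound wells and 100% = 10 µM Aha-Tn7 peptide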
#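 Measure: % inhibition scaled between sample-field median and high-control FP; Test system: human fibrin DD(E); Quantity: 2 µM final DD(E) protein; Doses: one dose, 8.3 µM nominal; Schedule: compound with protein 10 min, then 3 h after probe, room temperature; Detection: fluorescence polarization; Medium: Tris buffer with calcium and detergent, pH 7.8.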
# TDP2 absorb = human TDP2 enzyme inhibitors, primary screen, biochemical, epi absorbance, recombinant enzyme | Tyrosyl-DNA phosphodiesterase 2 (Homo sapiens), O95551 | T5PNP hydrolysis, p-nitrophenol absorbance 415 nm | inhibition, % at 12.8 µM | 370,000 compounds, 0.34% hits;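 active = inhibition above the mean of all tested compounds plus 3 SD, set per campaign, cut at about 25% in these data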;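 also: 0% = DMSO with enzyme and 100% = buffer with substrate but no TDP2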
# Target sequence (O95551 whole entry, looked up): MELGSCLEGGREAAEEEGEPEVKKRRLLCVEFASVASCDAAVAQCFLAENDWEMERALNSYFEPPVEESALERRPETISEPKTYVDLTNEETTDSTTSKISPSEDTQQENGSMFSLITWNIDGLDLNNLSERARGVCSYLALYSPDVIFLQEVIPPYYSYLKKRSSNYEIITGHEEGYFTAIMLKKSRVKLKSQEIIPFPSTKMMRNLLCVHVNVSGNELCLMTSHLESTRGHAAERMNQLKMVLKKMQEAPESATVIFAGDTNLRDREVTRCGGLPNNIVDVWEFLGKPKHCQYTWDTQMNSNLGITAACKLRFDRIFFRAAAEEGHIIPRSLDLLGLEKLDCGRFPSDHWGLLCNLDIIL
#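 System: recombinant human TDP2 / Amount: 120 nM TDP2 per well / Also added: 5 mM T5PNP chromogenic substrate / Doses: 12.8 µM single point, 1% DMSO / Incubation: 2 h at 37 °C / Detection: p-Nitrophenol epi absorbance / Evaluation: % inhibition relative to enzyme-containing and enzyme-free wells / Repeats: singlicate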
# DDE Tn6 FP inh = inhibitors of Tn6 peptide binding to fibrin DD(E), primary screen, biochemical, fluorescence polarization, human fibrin, Tn6 probe; inhibition, % at 8.3 µM; 370,000 compounds, 0.21% hits; Fibrinogen beta chain (Homo sapiens), P02675; Fibrin DD(E) TRITC-Tn6 fluorescence polarization displacement;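 active = inhibition above a per-campaign cutoff: mean of compounds within control limits plus 3 SD, cut at about 15% in these data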;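 also: 0% = median of all compound wells on the plate and 100% = blocking peptide control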
# PLC-gamma1 inh = PLC-gamma1 enzyme inhibitors, primary screen, biochemical, fluorescence, purified enzyme. fluorogenic substrate. inhibition, % at 12.2 µM. 1-phosphatidylinositol 4,5-bisphosphate phosphodiesterase gamma-1 (Homo sapiens), P19174. 370,000 compounds, 0.84% hits; in the data active = inhibition above about 9.5%
# ASAP1 inh = inhibitors of human ASAP1 ArfGAP activity, primary screen, biochemical, fluorescence polarization | Arf-GAP with SH3 domain, ANK repeat and PH domain-containing protein 1 (Homo sapiens), … | ASAP1-stimulated ARF1 GTP hydrolysis, GDP FP detection | inhibition, % at 16.5 µM | 360,000 compounds, 0.19% hits; in the data active = inhibition above about 25%;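 also: 0% = vehicle with enzyme and substrate and 100% = no enzyme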
# An asterisk follows results filed as active; nt = not tested or not shown; & = joins results of further samples.
ADAM17 inh,ADAM10 inh,ARFGAP1 inh,SIAE inh,PLC-beta3 inh,DDE Tn7 FP inh,TDP2 absorb,DDE Tn6 FP inh,PLC-gamma1 inh,ASAP1 inh,mol
5,9,0,-11,0,-4,-12,-13,4,-2,Cc1cc(C)nc(SCc2ccc(C(=O)NN=C3CCCC3)cc2)n1
-5,-1,6,3,2,-3,4,-1,-1,3,CCN(CC)CCSc1nc(O)c(-c2ccccc2)c(=O)n1-c1ccccc1
-3,-17,0,-4,5,-2,1,8,0,-16,Cc1ccc(CNCCCn2cnc(C(=O)Nc3ccc(C)c(C)c3)n2)o1
-2,2,5,-4,-4,7,-5,-1,-2,-16,O=C(O)C1CCN(C(=O)CCc2ccccc2)CC1
-6,-2,-4,-8,2,-1,1,0,2,-1,O=C(COC(=O)CNC(=O)c1ccc(Cl)cc1Cl)NC1CC1
2,4,3,0,-1,-10,-7,0,-2,-2,Cc1ccccc1Cn1c(=N)n(CC(=O)c2ccc([N+](=O)[O-])cc2)c2ccccc21
0,5,5,8,2,3,-10,-5,4,-5,CC(NC(=O)OCc1ccccc1)C(=O)NCC(=O)NC(Cc1ccc(OC(C)(C)C)cc1)C(=O)OC(C)(C)C (stereo not drawn)
5,12,-3,-30,-10,-1,-13,-1,7,-4,COc1ccc(C(=O)Nc2cccc(-c3csc(C)n3)c2)cc1S(=O)(=O)N1CCCC1
-3,4,-2,4,-2,1,6,-1,1,2,COc1ccccc1CNC(=O)CNC(=O)c1ccc(Br)o1
-3,2,-2,6,2,2,2,-4,-1,-7,CCN(C1CCCCC1)S(=O)(=O)c1ccc(C(=O)O)cc1
-1,-15,1,0,-6,1,0,-8,0,5,Cc1ccccc1C(=O)N1CCN(S(=O)(=O)c2cccs2)CC1
-4,0,nt,-1,0,10,-3,2,-1,nt,COC(=O)C1CN(Cc2ccc(F)cc2)CCS(=O)(=O)N1Cc1ccc(Cl)cc1 (stereo not drawn)
4,-1,7,0,-1,-6,16,-5,1,-2,Cc1cc(Cl)c(C(=O)Nc2cccc(C(F)(F)F)c2)c(C)n1
0,3,12,1,1,4,8,4,1,-6,Cc1ccc(NCc2ccccc2O)cc1
9.3*,15,-2,-2,-7,2,-9,8,-3,-3,CN(c1ccc(OCc2ccc([N+](=O)[O-])cc2)cc1)S(=O)(=O)c1ccccc1
0,-5,-9,-6,1,5,6,6,1,-1,CSc1nc(N)nc2c1ncn2CC(=O)N1CCN(Cc2c(C)cc(C)cc2C)CC1
-5,-1,-4,-4,-10,4,3,0,2,2,CCNC(=S)NNC(=O)CSc1nc2ccccc2[nH]1
-2,-2,-17,-2,-3,-1,8,1,3,3,COc1ccc(F)cc1CN1CCN(C(=O)CCC(=O)Nc2nnc(CC(C)C)s2)CC1
-1,2,-3,-8,-2,4,2,1,-3,-7,C=CCSc1nc(C)c(CC=C)c(=O)[nH]1
2&-2,1&-5,-7&18,6&-3,-3&1,-3&-4,-12&-1,2&0,9&1,-10&7,CCOC(=O)N1CCC(Nc2c(NCCCN(CC)Cc3ccccc3)c(=O)c2=O)CC1
-1,-3,2,-4,-1,5,-1,5,4,11,C=CCn1c(SCC(=O)Nc2cccc(C(=O)OC)c2)nnc1C(C)NC(=O)c1cccs1 (stereo not drawn)
-1,-6,-9,0,-1,-1,-4,-6,-6,3,CCOC(=O)CSc1nnc(CNc2cccc(Cl)c2)n1C
-4,1,-3,-5,1,7,10,-7,4,-1,Cc1noc(C)c1S(=O)(=O)N1CCCC(C(=O)NCC2CCCO2)C1 (stereo not drawn)
1,-9,-4,2,-9,0,-2,5,2,13,COC(=O)c1cccc(CSC(=S)N2CCCC2)c1
-4&0,-3&8,-12&-2,-4&9,0&0,0&-2,7&1,2&-1,2&7,-8&-1,CN(C)CC(C)(C)CNS(=O)(=O)c1ccc(Cl)c(Cl)c1
-2,-11,0,3,3,0,7,-3,-1,-1,CC(C)[C@H](NC(=O)c1ccccc1)C(=O)OCC(=O)N1CCCCCC1
-1,3,7,-1,-6,1,10,-3,4,5,COc1ccc(NC(=O)n2ncc3c(C)cccc32)cc1
1,1,-6,-3,4,1,-1,2,1,17,O=C(CN1CCC(C(=O)c2cccc(F)c2)CC1)NCc1cccs1
-2,4,11,4,1,-1,7,-3,4,13,COc1ccc(C(=O)O/N=C(\N)Cc2ccc(Cl)cc2)cc1OC
-4,1,7,13,-7,-3,3,0,1,-4,COC(=O)c1sccc1NC(=O)Nc1ccc(C)cc1C

# Compounds from the list above containing a nitro group on carbon, in the order listed:
ADAM17 inh,ADAM10 inh,ARFGAP1 inh,SIAE inh,PLC-beta3 inh,DDE Tn7 FP inh,TDP2 absorb,DDE Tn6 FP inh,PLC-gamma1 inh,ASAP1 inh,mol
2,4,3,0,-1,-10,-7,0,-2,-2,Cc1ccccc1Cn1c(=N)n(CC(=O)c2ccc([N+](=O)[O-])cc2)c2ccccc21
9.3*,15,-2,-2,-7,2,-9,8,-3,-3,CN(c1ccc(OCc2ccc([N+](=O)[O-])cc2)cc1)S(=O)(=O)c1ccccc1

# Quoted at random: two entries already listed.
ADAM17 inh,ADAM10 inh,ARFGAP1 inh,SIAE inh,PLC-beta3 inh,DDE Tn7 FP inh,TDP2 absorb,DDE Tn6 FP inh,PLC-gamma1 inh,ASAP1 inh,mol
5,9,0,-11,0,-4,-12,-13,4,-2,Cc1cc(C)nc(SCc2ccc(C(=O)NN=C3CCCC3)cc2)n1
-4,1,-3,-5,1,7,10,-7,4,-1,Cc1noc(C)c1S(=O)(=O)N1CCCC(C(=O)NCC2CCCO2)C1 (stereo not drawn)

# Continued:
ADAM17 inh,ADAM10 inh,ARFGAP1 inh,SIAE inh,PLC-beta3 inh,DDE Tn7 FP inh,TDP2 absorb,DDE Tn6 FP inh,PLC-gamma1 inh,ASAP1 inh,mol
-73,-236,-8,6,-40,1,4,-2,-27,4,Cc1cc(=O)oc2cc(OCC(=O)N3CCCC3)ccc12
6,5,-4,0,9,3,-17,3,8,6,NC(=O)CC(NC(=O)Cc1ccc(Br)cc1)c1ccc(NC2CCN(Cc3ccccc3)CC2)c([N+](=O)[O-])c1 (stereo not drawn)
2,4,-5,4,-3,-10,0,0,7,-10,Cc1ccc(OCCn2nnc3ccccc32)cc1C
0,-4,11,-3,4,-9,1,3,-1,1,Cc1cc(OCCn2ccnc2)ccc1C(C)C
-16,-38,8,-7,-82,-4,-7,4,-53,-1,COc1ccc(-c2cc(C(=O)c3c(N)n(C)c(=O)n(C)c3=O)c3ccccc3n2)cc1
-2,-8,0,0,-2,2,2,-10,1,-14,CCOc1ccc2c(c1)OC1(CCC(C)C1)CC2=O (stereo not drawn)
-1,-3,9,-2,4,7,-5,9,2,5,COC(=O)C[C@H]1c2ccc(C(F)(F)F)cc2S(=O)(=O)N1Cc1ccccc1
-6,0,-5,-4,5,-3,1,-1,0,0,CC(=O)N1CCC(N(C(=O)Nc2ccc(Cl)cc2)C(C)C)CC1
3,12,6,-10,-1,-1,-6,2,-1,-3,CCOC(=O)[C@@H]1[C@H]2COc3cc(OC)ccc3[C@@H]2N2C(=O)N(c3ccc(Br)cc3)C(=O)[C@@]12C
-10,0,7,8,-1,7,0,1,0,10,O=C(NNC(=S)NC(=O)c1cccnc1)c1ccccc1
1,-7,2,3,2,2,-8,5,2,3,O=c1cc(N2CCc3ccccc3C2)[nH]c(=O)n1-c1ccc(Br)cc1
2,-67,14,-45,-6,0,10,2,-5,22,COc1ccc(/C=C/C(=O)Nc2ccc(C34CC5CC(CC(O)(C5)C3)C4)cc2)cc1OC
0,-6,-6,-3,1,1,2,-3,-2,0,O=C(O)COc1ccc(/C=N/Nc2nc(Nc3ccccc3)nc(N3CCCCC3)n2)cc1
-2,-11,1,-7,-1,9,4,7,-1,-3,CCN(CC)C(=O)COc1ccc(C=O)cc1OC
-4,0,-2,-1,1,6,10,-2,-3,6,O=C(CN1C(=O)CSC1=O)NCc1ccccc1
-1,5,-1,1,4,4,-2,0,1,4,O=C(CNC(=O)C12CC3CC(CC(C3)C1)C2)NC1=NCCS1
1,2,nt,-93,0,10,9,-10,1,nt,COc1cccc(C2c3c(ncn(-c4ccccc4)c3=N)Oc3ccc4ccccc4c32)c1 (stereo not drawn)
-2,-2,9,1,-43,3,3,-1,-25,0,CCOC(=O)CC(=O)CSc1ncnc2c1nnn2-c1ccccc1
3,15,-6,7,3,-6,-22,-2,1,-1,O=C(/C=C/Nc1cccc([N+](=O)[O-])c1)c1ccco1
3,7,9,-3,-4,-2,-18,7,-2,7,COc1cccc(-c2nn3c(-c4ccco4)nnc3s2)c1
-5,-14,-6,-7,-3,-2,-10,-4,-2,-4,CCN(CC(=O)NC1CCS(=O)(=O)C1)C(=O)c1cc(OC)c(OC)c(OC)c1 (stereo not drawn)
2,9,13,0,-1,-6,1,-10,0,-7,CCC1Nc2ncnc(N3CCN(c4ccccc4)CC3)c2N(Cc2ccc(C)cc2)C1=O (stereo not drawn)
4,-4,-9,-4,-5,-9,4,-16,0,-4,COC(=O)c1nnn(-c2nonc2N)c1CN1CCCC1
-2,0,1,1,-26,5,4,7,-18,3,CCn1cc(/C=N\NC(=O)c2cc(-c3ccccc3OC)nc3ccccc23)c(C)n1
-5,-15,3,0,-8,9,2,2,3,-3,CCOc1ccc(NC(=O)CN(C)C(=O)Cc2ccsc2)cc1OCC
2,6,3,12,0,-7,-10,9,6,-7,Cc1ccc(NC(=O)CCC(=O)c2cccs2)cc1F
-5,-14,3,1,-2,4,7,1,-4,11,CCOC(=O)[C@]12Cc3c(cc(OC)c(OC)c3OC)[C@H]1N(CCC(=O)OC)C(=O)c1cc(OC)ccc12
1,2,-6,-1,-8,3,11,-5,1,-9,CCOC(=O)c1sc2cc([N+](=O)[O-])cc(SCCO)c2c1N
-1,3,-6,-2,5,-5,5,2,2,-1,O=C(NCC1CCCO1)C(=O)c1c[nH]c2ccccc12 (stereo not drawn)
